GLP1R ag: agonists of human GLP-1 receptor | AID 624172 | HEK293 GLP-1R CRE-luciferase, luminescence, 4-6 h; cells express a hypersensitive GLP-1R form | Potency, µM (highest dose often 45.6 µM), for inactives: at the highest dose activation, most hits filed as activators | actives 0.007% (n = 380,000); note: potency is the fitted concentration of half-maximal effect; % of control where 0% means no effect
GLP-1R inv ag: GLP-1 receptor (human) inverse agonism. AID 624417. P43220. HEK293 GLP-1R CRE-luciferase, luminescence, 24 h; GLP-1R form is constitutively active. actives 1.6% (n = 410,000). Potency, µM (highest dose often 38.3 µM), for inactives: at the top dose activity change, negative = inhibition, most hits filed as inhibitors; note: potency is the fitted concentration of half-maximal effect; % is set by controls: 0 for no effect and ±100 for the full control effect; nearly all actives have a fitted effect of over 55% in size
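Seeding at 200 cells/uL, 12 h culture, 24 hr compound treatment, then luciferase reagent and a luminescence read; cells are HEK293 stably expressing a constitutively active GLP-1R plus cAMP-responsive luciferase.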
WRN helicase inh: WRN helicase (human) inhibition; Potency, µM (top dose mostly 114 µM), for inactives: top-dose activity change, negative = inhibition, usual class: inhibitors; actives 0.46% (n = 360,000); WRN helicase unwinding, fluorescent forked duplex, kinetic; Q14191; note: potency is the fitted concentration of half-maximal effect; % is set by controls: 0 for no effect and ±100 for the full control effect; nearly all actives have a fitted effect of over 55% in size
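Kinetic red-fluorescence monitoring (525/598 nm) tracks WRN helicase activity after 100 nM fluorophore-quencher forked duplex and 2 mM ATP are added to 20 nM enzyme pretreated 15 min at room temperature with compound.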
PI5P4K alpha inh: inhibitors of human PI5P4K alpha; PI5P4Kalpha enzyme, ADP-Glo luminescence, 60 min; hits give low values; max response, %; actives 1.2% (n = 330,000); AID 652105; active = max response of -50% or lower; inconclusive = between -30% and -50%; inactive = -30% or higher; note: value at the top dose of about 77 µM; % is set by controls: 0 for no effect and ±100 for the full control effect
Target sequence (P48426 whole entry, looked up): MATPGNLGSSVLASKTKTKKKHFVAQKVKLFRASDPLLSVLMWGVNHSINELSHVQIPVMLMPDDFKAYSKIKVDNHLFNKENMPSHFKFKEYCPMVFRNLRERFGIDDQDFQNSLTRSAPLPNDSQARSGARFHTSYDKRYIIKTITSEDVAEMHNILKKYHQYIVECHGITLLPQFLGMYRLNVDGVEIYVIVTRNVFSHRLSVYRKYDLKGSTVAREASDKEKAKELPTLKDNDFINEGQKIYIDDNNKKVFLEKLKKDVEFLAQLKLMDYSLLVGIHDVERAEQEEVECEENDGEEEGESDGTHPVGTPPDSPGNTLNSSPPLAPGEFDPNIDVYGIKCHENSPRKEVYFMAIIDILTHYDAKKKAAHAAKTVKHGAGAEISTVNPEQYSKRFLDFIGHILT
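Single end-point luminescence (ADP-Glo) quantified ADP from PI5P4Kalpha turnover; ATP 5 microM final, 1 h at RT, 0.1% CHAPS and 0.28 mM EGTA in HEPES pH 7.4.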
IL-2 act: activates IL-2 in a cell-based reporter assay; actives 0.065% (n = 360,000); IL-2 activation reporter assay, cell-based qHTS; stimulated with anti-CD3/CD4/CD28 beads; in transgenic mouse T cells; AID 652025; activation, % (series mostly up to about 46 µM); in the data active = activation above about 50%; inconclusive = mostly about 30% to 49%; note: 0% is about no effect
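Readout: EGFP and DsRed signals by fluorescent plate cytometry. Unstimulated transgenic mouse T cells received compound 60 min before antibody-bead stimulation, then incubated 18 h at 37 degrees C.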
PLK1 PBD block: blocks phosphopeptide binding to human PLK1 polo-box domain; P53350; Plk1 PBD binding of FITC phosphopeptide, fluorescence polarization; Potency, µM, without a hit: max response, negative = inhibition, most hits filed as inhibitors; actives 2.8% (n = 360,000); AID 720504; note: potency is the fitted concentration of half-maximal effect; series mostly up to about 57 µM; % is set by controls: 0 for no effect and ±100 for the full control effect; nearly all actives have a fitted effect of over 65% in size
HEK293 tox: cytotoxicity in counter-screen for GLP-1R inverse agonists; HEK293 cAMP-luciferase reporter cells, luminescence, 24 h; Potency, µM (doses to about 38.3 µM), for inactives: at the top dose activity change, negative = inhibition, usual class: inhibitors; actives 0.13% (n = 410,000);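 note: loss of luciferase light is scored as toxicity; potency is the fitted concentration of half-maximal effect; % is set by controls: 0 for no effect and ±100 for the full control effect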
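Quantitative HTS format, 1536 wells, 200 cells/uL seeded. Compounds: 23 nL, 24 h, 37 °C. Detection: luciferase reagent, luminescence at 12 min RT; decreased signal taken as cytotoxic.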
DRD3 agonist: activates the human D3 dopamine receptor | P35462 | D3R DiscoveRx beta-arrestin cells, luminescence, 90 min | max activation, % | actives 0.58% (n = 410,000); in the data active = max activation above about 30%; note: 0% is about no effect; mostly tested at two doses, the higher about 12 µM
Target sequence (P35462 whole entry, looked up): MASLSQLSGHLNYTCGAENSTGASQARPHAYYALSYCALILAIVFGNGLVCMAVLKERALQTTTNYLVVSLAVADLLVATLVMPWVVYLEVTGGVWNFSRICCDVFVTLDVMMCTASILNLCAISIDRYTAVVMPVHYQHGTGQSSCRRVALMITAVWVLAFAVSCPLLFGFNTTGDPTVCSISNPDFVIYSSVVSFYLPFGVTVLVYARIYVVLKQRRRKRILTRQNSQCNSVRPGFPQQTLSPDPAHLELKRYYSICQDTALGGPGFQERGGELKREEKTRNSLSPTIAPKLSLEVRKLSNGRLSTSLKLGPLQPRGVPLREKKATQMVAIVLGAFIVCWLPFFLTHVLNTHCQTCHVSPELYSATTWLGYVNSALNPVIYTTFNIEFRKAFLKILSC
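Agonist-mode cell screen: cells plated at 1500/well and incubated overnight at 37 °C, then exposed to library compounds for 90 min at 37 °C. Detection reagent was added for 30–60 min at room temperature, and luminescence was read.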
DRD3 antagonist: blocks the human D3 dopamine receptor; P35462; D3R cells, DiscoveRx beta-arrestin luminescence, antagonist mode; hits give low values; max response, negative = inhibition, %; actives 2.5% (n = 360,000); AID 652054; in the data active = max response below about -50%; inconclusive = no clear call, values can overlap the other calls; note: % is set by controls: 0 for no effect and ±100 for the full control effect; mostly tested at two doses, the higher about 12 µM
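Cells plated overnight at 1500 cells/well, then exposed to library compounds with dopamine controls for 90 minutes at 37 degrees C. DiscoveRx reagent added for 30–60 minutes at room temperature; luminescence read, quantitative HTS format.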
Active calls of the source: *; ? = inconclusive; . = no result given; & = joins results of further samples; [ ] = another dose, or the depositor's remark. Unless noted, calls come from the whole dose curve; as a rule, active = well fitted curve in the direction sought with a large enough effect; inconclusive = small, poorly fitted or top-dose-only effect, or another doubt; inactive = no such curve, though single readings can be large; an effect the other way counts as inactive or inconclusive.

SMILES	GLP1R ag	GLP-1R inv ag	WRN helicase inh	PI5P4K alpha inh	IL-2 act	PLK1 PBD block	HEK293 tox	DRD3 agonist	DRD3 antagonist
CCCCn1c(N)c(N(CCOC)C(=O)c2cc(S(=O)(=O)N3CCOCC3)ccc2F)c(=O)[nH]c1=O	5%	-16%	-3%	10	-0.3	-6%	-7%	0	6
O=C(O)CCC(=O)N(Cc1cccs1)Cc1cccs1	-13%	8%	-28%	-24	-1.8	-7%	-12%	1	-11
CCCCCCCCCCOC(=O)Cn1c(COc2ccc(Cl)cc2)[n+](C)c2ccccc21	8%	?	-8%	-18	-2.5	-22%	?	1	16
Cc1nn(-c2ccc(F)cc2)c(Cl)c1/C=N/NC(=O)c1cccc(S(=O)(=O)N2CCCC2)c1	-2%	-10%	-21%	-11	0.2	1%	-6%	3	17
CC1NC(=O)c2cccnc2-n2c1nc1cc(F)ccc1c2=O (stereo unspecified)	11%	5%	7%	3	-3.2	-12%	-21%	3	-25
Cc1cccc(OCc2nnc(SCC(=O)N3CC(=O)Nc4ccccc43)o2)c1	-6%	?	-11%	-3	0.9	1%	-5%	14	21
O=C(COC(=O)c1ccc(F)cc1F)Nc1ccc(S(=O)(=O)N2CCOCC2)cc1	-1%	10%	6%	-20	1.3	1%	0%	4	3
COc1ccc(Cl)cc1-n1c(=S)sc2c(=O)n(-c3ccc(F)cc3)c(SCC(=O)O)nc21	-1%	-6%	-14%	2	1.0	24µM*	-4%	5	4
O=C(O)c1ccc(N/N=C2/CCCc3ccccc32)cc1	-6%	-2%	-5%	8	1.3	0%	3%	5	-2
CCN(Cc1nc2ccccc2c(=O)[nH]1)C(=O)c1cc2c(s1)CCCCC2	6%	-9%	-2%	-1	0.4	-4%	-5%	3	14
COC(=O)c1cc(NC(=O)c2nccnc2C(=O)O)cc(C(=O)OC)c1	-5%	-9%	-2%	-2	2.2	-5%	9%	-1	-1
O=C(COC(=O)/C=C/c1ccccc1)NNC(=O)c1ccccc1F	-10%	24%	-8%	-8	-0.2	-3%	4%	-1	41
O=C(O)c1cc(N2C(=O)C3CC=CCC3C2=O)ccc1NCc1cccnc1 (stereo unspecified)	-2%	3%	-7%	-9	1.9	-12%	-5%	-5	12
O=C1c2ccccc2NC(c2cccs2)N1NS(=O)(=O)c1ccccc1 (stereo unspecified)	6%	-35%	-3%	-3	-0.3	-17%	10%	-4	-5
COc1ccc(CCNC(=O)COC(=O)/C=C/c2ccc3c(c2)OCO3)cc1OC	6%	12%	11%	-5	-3.0	-7%	3%	4	19
CCc1ccc(C(=O)CSc2nc(-c3ccccc3)nc3c2CCCC3)cc1	0%	14%	.	.	.	.	2%	-8	.
CCn1c(-c2ccccc2Cl)nn(CC(=O)Nc2cc(Cl)ccc2Cl)c1=S	17%	?	4%	3	0.0	-3%	-3%	4	2
O=C(CSc1nnc(CNC(=O)c2c(F)cccc2F)o1)Nc1ccc2c(c1)OCO2	-10%	19%	-10%	4	3.6	-2%	3%	-14	?
NC1=NC(=O)/C(=C/c2ccc(OCC(=O)O)cc2)S1	1%	8%	-7%	-25	-0.4	2%	15%	-1	15
Fc1ccc(SCCc2ccncc2)cc1	16%&1%	-10%&12%	5%&-2%	1	-2.2&-1.6	24µM*	-1%&6%	17&-2	?
CCC(=O)N1CCc2cc(Br)cc(S(=O)(=O)N3CCN(c4ccccc4OC)CC3)c21	0%	16%	.	.	.	.	2%	-7	.
O=C(O)CCSCCCN1C(=O)c2cccc3cccc(c23)C1=O	1%	6%	-1%	-1	-3.7	-9%	3%	-2	-7
COC(=O)C1=C(C)N(Cc2ccco2)C(=O)N[C@@H]1c1ccco1	7%	?	-2%	3	2.0	-14%	?	-14	0
CC(=O)NS(=O)(=O)c1ccc(NC(=O)c2cc(-c3ccc(C)c(C)c3)nc3ccccc23)cc1	-40%[inhibitor]	12%	?	?	2.0	?	-12%	-5	?
CC(=O)c1cccc(NC(=O)CSc2ccc(-c3ccco3)nn2)c1	11%	3%	?	?	-2.8	?	-19%	2	5
CCc1ccc(Nc2ncc3c(n2)CC(C)(C)CC3=O)cc1	29%	?	7%	1	3.1	-14%	0%	3	-1
CCOc1ccc(-n2c(SCc3ccc([N+](=O)[O-])cc3)nnc2-c2ccccc2)cc1	15%	?	-18%	0	0.0	5%	-27%	-4	4
COc1ccc(C(=O)O/N=C/c2c(C(F)(F)F)nn(C)c2SCc2ccccc2Cl)cc1	-4%	?	-13%	5	0.7	1%	-8%	-3	-14
CCOC(=O)c1sc(NC(=O)CN2CCN(c3ccc(OC)cc3)CC2)nc1C	18%	-30%	1%	1	-1.9	-16%	-8%	-2	-23
Cc1cc(=O)[nH]c(SCc2nc3ccc([N+](=O)[O-])cc3[nH]2)n1	4%	2%	?	-6	-1.1	-22%	-11%	-11	?
CCCCCCCC(=O)O	0%&-4%	-14%	4%	-3	0.4	-1%	1%	-12&4	-6
CC1CCN(C(=O)CCc2ccc(S(=O)(=O)NC(C)(C)C)cc2)CC1	-1%	-3%	-3%	.	-2.2	-3%	5%	3	5
NC(=O)c1ccc(NC(=O)CSc2nnc(-c3ccc4c(c3)OCO4)o2)cc1	14%	6%	-8%	0	-0.2	-16%	1%	0	3
COC(c1ccccc1)c1nnc(CCC(=O)N2CCCCCCC2)o1 (stereo unspecified)	4%	?	2%	3	-2.1	-2%	-2%	12	-16
CCc1ccc(NC(=S)N(CCOC)C2CCN(C(C)=O)CC2)cc1	0%	-11%	4%	3	-1.0	-13%	2%	-3	-8
CCCCn1nnnc1C(CCSC)N1CCN(C/C=C/c2ccccc2)CC1 (stereo unspecified)	1%	-22%	1%	2	-0.4	-3%	-3%	-15	-122*
CCn1cc(/C=C(\NC(=O)c2ccc(OC)cc2)C(=O)N2CCOCC2)c2ccccc21	5%	-5%	3%	-1	-2.5	-28%	2%	-9	4
CCCCOc1ccc(-c2c(C#N)c(N)[nH]c(=S)c2C#N)cc1	-1%	-7%	-4%	-95*	-0.1	?	-10%	-7	-6
O=S(=O)(/N=C(/Nc1cccnc1Cl)c1ccccc1)c1ccccc1	9%	4%	0%	1	-0.1	-5%	-18%	1	6
C/C(=N\NC(=S)NCC(C)(C)C)c1cc(F)cc(F)c1O	10%	?	-14%	6	-4.6	-8%	-20%	-13	-88*
CCN1CCN(c2oc(-c3ccccc3)nc2S(=O)(=O)c2ccc(C)cc2)CC1	5%	?	-24%	3	-0.7	-6%	9%	-11	-3
CN(C)c1nn(C(=O)Nc2ccc(Cl)cc2Cl)cc1-c1ccccc1	-2%	7%	0%	15	0.0	-14%	-5%	4	-12
Cc1ccc(C(=O)n2ncn(C)c2=S)cc1	-1%	2%	1%	-63*	0.1	9.5µM*	0%	1	1

By substructure: the compounds so far containing a COOH group (eight)
SMILES	GLP1R ag	GLP-1R inv ag	WRN helicase inh	PI5P4K alpha inh	IL-2 act	PLK1 PBD block	HEK293 tox	DRD3 agonist	DRD3 antagonist
O=C(O)CCC(=O)N(Cc1cccs1)Cc1cccs1	-13%	8%	-28%	-24	-1.8	-7%	-12%	1	-11
COc1ccc(Cl)cc1-n1c(=S)sc2c(=O)n(-c3ccc(F)cc3)c(SCC(=O)O)nc21	-1%	-6%	-14%	2	1.0	24µM*	-4%	5	4
O=C(O)c1ccc(N/N=C2/CCCc3ccccc32)cc1	-6%	-2%	-5%	8	1.3	0%	3%	5	-2
COC(=O)c1cc(NC(=O)c2nccnc2C(=O)O)cc(C(=O)OC)c1	-5%	-9%	-2%	-2	2.2	-5%	9%	-1	-1
O=C(O)c1cc(N2C(=O)C3CC=CCC3C2=O)ccc1NCc1cccnc1 (stereo unspecified)	-2%	3%	-7%	-9	1.9	-12%	-5%	-5	12
NC1=NC(=O)/C(=C/c2ccc(OCC(=O)O)cc2)S1	1%	8%	-7%	-25	-0.4	2%	15%	-1	15
O=C(O)CCSCCCN1C(=O)c2cccc3cccc(c23)C1=O	1%	6%	-1%	-1	-3.7	-9%	3%	-2	-7
CCCCCCCC(=O)O	0%&-4%	-14%	4%	-3	0.4	-1%	1%	-12&4	-6
